Screens: PubChem, The Scripps Research Institute Molecular Screening Center
MITF primary – blocks human microphthalmia-associated transcription factor; AlphaScreen MITF homodimerization, bead proximity signal; inhibition, % at 2.6 µM; 650,000 tested, 0.91% active; AID 1259374; in the data active = inhibition above about 50%;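 note: 0% = vehicle wells with protein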
FBW7 act – human FBW7 E3 ligase activation, primary screen. Q969H0. AlphaScreen FBW7–phospho-cyclin E peptide binding, activator screen. normalized activity (activation), % at 26.1 µM. 650,000 tested, 0.13% active. AID 1259310; in the data active = normalized activity above about 1.9%;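 note: purified mutant Fbw7 with reduced substrate affinity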
Target sequence (Q969H0 whole entry, looked up): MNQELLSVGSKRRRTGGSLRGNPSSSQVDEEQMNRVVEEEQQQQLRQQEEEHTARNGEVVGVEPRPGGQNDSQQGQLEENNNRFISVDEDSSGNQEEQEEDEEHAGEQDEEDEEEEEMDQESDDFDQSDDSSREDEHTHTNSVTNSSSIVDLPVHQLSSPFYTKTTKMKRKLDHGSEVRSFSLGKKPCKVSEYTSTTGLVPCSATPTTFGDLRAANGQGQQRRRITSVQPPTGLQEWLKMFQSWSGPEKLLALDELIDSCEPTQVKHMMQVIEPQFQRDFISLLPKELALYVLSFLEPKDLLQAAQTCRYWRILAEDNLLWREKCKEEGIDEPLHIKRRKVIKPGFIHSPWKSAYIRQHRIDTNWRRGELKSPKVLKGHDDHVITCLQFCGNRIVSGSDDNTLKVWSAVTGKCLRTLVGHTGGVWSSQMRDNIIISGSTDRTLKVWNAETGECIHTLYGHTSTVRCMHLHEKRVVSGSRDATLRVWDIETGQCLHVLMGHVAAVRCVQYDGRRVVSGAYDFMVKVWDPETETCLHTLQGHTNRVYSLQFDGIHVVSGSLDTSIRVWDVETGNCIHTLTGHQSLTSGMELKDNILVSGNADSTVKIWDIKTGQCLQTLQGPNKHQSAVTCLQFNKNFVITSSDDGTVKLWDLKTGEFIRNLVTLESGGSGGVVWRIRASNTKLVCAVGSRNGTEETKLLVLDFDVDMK
TEAD-YAP inh – TEAD-YAP interaction inhibition. inhibition, % at 9.12 µM. 640,000 tested, 1.4% active. HEK-TIYL cells, TEAD-Gal4/YAP UAS-luciferase luminescence; in the data active = inhibition above about 32%;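 note: 0% = median of test compound wells and 100% = reference inhibitor wells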
GPR151 ag – human GPR151 activation; activation, % at 11.2 µM; PathHunter beta-arrestin GPR151 cells, luminescence; Q8TDV0; 650,000 tested, 1% active; AID 1508602; in the data active = activation above about 4.9%;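 note: 0% = median of compound wells and 100% = cells with positive control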
Target sequence (Q8TDV0 whole entry, looked up): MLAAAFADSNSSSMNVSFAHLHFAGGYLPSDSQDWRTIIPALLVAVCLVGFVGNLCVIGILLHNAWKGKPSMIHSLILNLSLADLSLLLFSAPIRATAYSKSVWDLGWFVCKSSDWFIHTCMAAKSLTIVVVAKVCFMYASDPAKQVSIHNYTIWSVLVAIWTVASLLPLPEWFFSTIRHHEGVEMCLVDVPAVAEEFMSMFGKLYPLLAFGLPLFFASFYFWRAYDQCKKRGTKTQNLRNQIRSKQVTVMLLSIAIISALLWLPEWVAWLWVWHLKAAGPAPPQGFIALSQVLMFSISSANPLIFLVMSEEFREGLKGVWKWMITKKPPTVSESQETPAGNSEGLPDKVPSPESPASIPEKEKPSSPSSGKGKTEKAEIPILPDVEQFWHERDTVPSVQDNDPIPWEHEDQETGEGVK
Active calls of the source: *; nt = not tested or not shown; & = joins results of further samples.

A first look (19 entries):
SMILES	MITF primary	FBW7 act	TEAD-YAP inh	GPR151 ag
COc1ccc(Nc2nc(NCCc3ccccn3)c3[nH]cnc3n2)cn1	0	-0.1	5	2.2
O=c1ccc2cc(S(=O)(=O)NCc3ccccn3)ccc2o1	14	-0.1	0	-0.1
COc1ccccc1NCN1C(=O)C2CCC(C)CC2C1=O (configuration not stated)	0	-0.1	0	1.2
Cc1ccsc1CCNC(=O)CCS(=O)(=O)c1ccc2c(c1)SCC(=O)N2	5	0.2	7	-0.8
O=c1[nH]c(N2CCOCC2)nc2c1CN(Cc1cccc3cccnc13)CC2	5	0.5	7	-1.2
CCCCOc1ccccc1C1C(C(=O)OC)=CN(C)C=C1C(=O)OC	-10	0.7	8	0.2
CCOc1cc(C(=O)NCCCOC)ccc1OC	4	0.0	-4	-0.5
Cc1cc2cc(CNC(=O)c3cccc(F)c3)ccc2[nH]1	-2	0.1	-24	0.1
O=C(NCC(O)c1ccc(Cl)cc1)c1cn(-c2ccc3[nH]ncc3c2)nn1 (configuration not stated)	-4	0.0	-4	0.4
COc1cccc(-c2nn(CN3CCCCC3)c(=S)n2C)c1	15	0.1	-8	0.2
O=C(COc1ccc(S(=O)(=O)N2CCCCC2)cc1)Nc1cccc(C(F)(F)F)c1	3	-0.1	13	1.6
COc1cc(/C=c2/sc3nc4cc(C)c(C)cc4n3c2=O)ccc1OCc1ccc(C)cc1	3	0.2	1	-0.2
CN1C(=O)CC(CC(=O)N2CCCCC2c2nccn2C)(c2ccccc2Cl)C1=O (configuration not stated)	11	0.3	4	1.6
CC(C)C(=O)N(c1ccccc1)c1ccccc1	-10	-0.2	1	-0.2
Cn1c(-c2ccccc2)cnc1NCc1cccc(Br)c1	32	-0.3	-11	0.3
C=CCOc1ccccc1CN1CCC2(CC1)CC2C(=O)N1CCCN(C)CC1 (configuration not stated)	-6	0.1	-3	-1.0
O=C(COC(=O)/C=C/c1ccc(OC(F)F)cc1)NCCN1C(=O)CSC1=O	-9	0.0	-6	-0.4
O=C(COC(=O)c1ccc(F)cc1F)c1ccccc1	4	-0.2	-6	-2.3
COc1cc(C2C(C#N)=C(N)OC(C)=C2C(C)=O)ccc1O (configuration not stated)	4	-0.3	1	0.1

All compounds of this part, from the first entry:
SMILES	MITF primary	FBW7 act	TEAD-YAP inh	GPR151 ag
COc1ccc(Nc2nc(NCCc3ccccn3)c3[nH]cnc3n2)cn1	0	-0.1	5	2.2
O=c1ccc2cc(S(=O)(=O)NCc3ccccn3)ccc2o1	14	-0.1	0	-0.1
COc1ccccc1NCN1C(=O)C2CCC(C)CC2C1=O (configuration not stated)	0	-0.1	0	1.2
Cc1ccsc1CCNC(=O)CCS(=O)(=O)c1ccc2c(c1)SCC(=O)N2	5	0.2	7	-0.8
O=c1[nH]c(N2CCOCC2)nc2c1CN(Cc1cccc3cccnc13)CC2	5	0.5	7	-1.2
CCCCOc1ccccc1C1C(C(=O)OC)=CN(C)C=C1C(=O)OC	-10	0.7	8	0.2
CCOc1cc(C(=O)NCCCOC)ccc1OC	4	0.0	-4	-0.5
Cc1cc2cc(CNC(=O)c3cccc(F)c3)ccc2[nH]1	-2	0.1	-24	0.1
O=C(NCC(O)c1ccc(Cl)cc1)c1cn(-c2ccc3[nH]ncc3c2)nn1 (configuration not stated)	-4	0.0	-4	0.4
COc1cccc(-c2nn(CN3CCCCC3)c(=S)n2C)c1	15	0.1	-8	0.2
O=C(COc1ccc(S(=O)(=O)N2CCCCC2)cc1)Nc1cccc(C(F)(F)F)c1	3	-0.1	13	1.6
COc1cc(/C=c2/sc3nc4cc(C)c(C)cc4n3c2=O)ccc1OCc1ccc(C)cc1	3	0.2	1	-0.2
CN1C(=O)CC(CC(=O)N2CCCCC2c2nccn2C)(c2ccccc2Cl)C1=O (configuration not stated)	11	0.3	4	1.6
CC(C)C(=O)N(c1ccccc1)c1ccccc1	-10	-0.2	1	-0.2
Cn1c(-c2ccccc2)cnc1NCc1cccc(Br)c1	32	-0.3	-11	0.3
C=CCOc1ccccc1CN1CCC2(CC1)CC2C(=O)N1CCCN(C)CC1 (configuration not stated)	-6	0.1	-3	-1.0
O=C(COC(=O)/C=C/c1ccc(OC(F)F)cc1)NCCN1C(=O)CSC1=O	-9	0.0	-6	-0.4
O=C(COC(=O)c1ccc(F)cc1F)c1ccccc1	4	-0.2	-6	-2.3
COc1cc(C2C(C#N)=C(N)OC(C)=C2C(C)=O)ccc1O (configuration not stated)	4	-0.3	1	0.1
CCOC(=O)c1c(NC(=O)c2cc([N+](=O)[O-])ccc2Cl)sc2c1CCC(C)C2 (configuration not stated)	3	-0.1	-9	-0.2
C(=N\Nc1nc2ccccc2s1)/c1ccc2ncccc2c1	-1	-0.1	-10	-1.0
Cn1c(NC(=S)Nc2ccccc2)nc2ccccc21	13	0.1	2	-0.9
O=C1CC(Nc2ccccc2)C(=O)N1c1ccc(Br)cc1 (configuration not stated)	-10	-0.1	-4	0.5
Cc1cc(NC(=O)/C=C/c2cccs2)no1	9	0.8	-55	-1.3
CCOC(=O)N1CCN(C(=O)C(C)Oc2cccc(Cl)c2)CC1 (configuration not stated)	0	0.2	0	-2.1
COc1cc(/C=C2/N=C(c3ccc(C)cc3)OC2=O)ccc1OC(C)=O	17	0.0	5	-1.8
O=C(NCC1Cc2cc(-c3cnccn3)cc(Cl)c2O1)c1cccc2ccccc12 (configuration not stated)	-4	0.0	-7	-0.1
CCCOC(=O)c1ccc(NC(=O)c2nc3nc(C)cc(C)n3n2)cc1	0	0.0	6	-1.1
N#CCCn1cc(/C=C/C(=O)O)c(-c2cccc([N+](=O)[O-])c2)n1	0	0.0	-7	0.7
O=C(Nc1ccc2c(c1)C(=O)NC2=O)c1ccc(Cl)c(Cl)c1	0	0.2	6	-0.1

2 consecutive entries from above:
SMILES	MITF primary	FBW7 act	TEAD-YAP inh	GPR151 ag
C(=N\Nc1nc2ccccc2s1)/c1ccc2ncccc2c1	-1	-0.1	-10	-1.0
Cn1c(NC(=S)Nc2ccccc2)nc2ccccc21	13	0.1	2	-0.9

Next part
SMILES	MITF primary	FBW7 act	TEAD-YAP inh	GPR151 ag
COc1ccccc1C(=O)NN1C(=O)C2C3c4ccccc4C(c4ccccc43)C2C1=O (configuration not stated)	8	0.1	0	1.0
Cc1ccc2[nH]c3nc(N/N=C/c4ccncc4)nnc3c2c1	13	0.0	4	0.0
COc1ccccc1NC(=O)Cn1c(C)cc(=O)c2cccc(OC)c21	-10	0.0	37*	0.4
CN(C)CCN1C(=O)CC(CC(=O)N(C)Cc2ccco2)(c2cccc(F)c2)C1=O (configuration not stated)	-20	0.0	-7	-0.4
CCc1cccc(NS(=O)(=O)c2ccc3[nH]c(=O)c(=O)[nH]c3c2)c1	-7	0.8	-12	0.0
CCC1CN(CCNC(=O)CCc2cccs2)Cc2cc(OC)ccc2O1 (configuration not stated)	12	0.0	4	-1.0
CCn1cc(NC(=O)C2CC(c3ccccc3O)=NO2)cn1 (configuration not stated)	15	0.0	-7	1.8
COc1ccc(S(=O)(=O)n2nc(OC(=O)c3cccs3)cc2N)cc1	-3	0.1	4	-1.2
CCCCOC(=O)CSc1nnnn1-c1ccccc1	-3	-0.1	-8	-0.9
NC(=S)N=Nc1c(O)[nH]c2cc(F)c(F)cc12	15	0.0	1	-1.3
CCOCCOC(=O)C1=C(C)NC2=C(C(=O)CCC2)C1c1ccc(OC(C)=O)cc1 (configuration not stated)	7	-0.2	-2	1.3
CN(C)CCCNC(=S)Nc1ccccc1	7&10	0.1&-0.1	12&4	-2.2&-0.3
O=C(Cn1ccn(-c2cccc(Cl)c2)c(=O)c1=O)Nc1ccccc1F	-2	-0.1	0	-2.0
COC(=O)C1=C(C)N(C)C(C)=C(C(=O)OC)C1c1ccccc1Br	0	0.8	1	0.3
COC(=O)C1(C(F)(F)F)N=C(C(F)(F)F)Nc2ccc(Cl)cc21 (configuration not stated)	0	-0.3	-3	0.9
CCOc1ccc(/C=N/NS(=O)(=O)c2ccc(C)cc2)cc1OCC	16	0.0	5	1.2
Cc1cc2ncn(C(=O)CN3C(=O)c4ccccc4C3=O)c2cc1C	-5	0.1	1	0.2
COC(=O)C(C)Sc1ccc2nnc(-c3ccc(Cl)cc3)n2n1 (configuration not stated)	-10	0.2	-17	-0.3
OCCNc1cc(-c2cc(Cl)cc(Cl)c2)ncn1	-1	0.0	-24	0.2
CCc1ccccc1N(CC(=O)N1CCCCC1)S(C)(=O)=O	5	0.1	-4	-0.6
CC1=C(C(=O)Nc2ccccc2)C(c2ccc(C(C)C)cc2)NC(=O)N1 (configuration not stated)	0	-0.1	-3	0.7
CCCCCCCC/C=C\CCCCCCCC(=O)NCC	-1	nt	nt	1.8
O=S(=O)(c1ccc(F)cc1)N1CCN(Cc2cccc(Br)c2)CC1	60*	0.1	7	0.3
COC1OC(=O)C(Cl)=C1Nc1ccc(C)cc1 (configuration not stated)	-12	-0.2	-4	-0.7
CCOCc1cnc(C)nc1NCC(=O)c1c(C)[nH]c2ccccc12	-6	0.0	10	0.4
COc1ccc(CNC(=O)CSc2nnc3nc(C)cc(C)n23)cc1	10	0.5	-1	-0.3
Cc1ccc(C)c(NCc2nnc3n2CCCCC3)c1	14	0.4	0	0.7
O=C(NCc1ccccc1Br)c1ccc(N2CCCC2=O)cc1	5	0.2	-19	3.4
CCOCCCNC(=O)C1CCN(C(=O)c2cnn(-c3ccccc3)c2-n2cccc2)CC1	-5	-0.1	0	-0.3
CC(C)c1nnc(NC(=O)c2c(F)cccc2F)s1	5	-0.1	-40	-0.5
Cn1ccnc1C1(O)CCN(C(=O)c2ccc3nc[nH]c3c2)CC1	2	-0.2	3	-0.4
COc1ccc(-c2csc(Nc3cccc(C(F)(F)F)c3)n2)cc1F	-9	-0.2	8	0.9
CC(C)(C)NC(=O)COc1ccc(CNC23CC4CC(CC(C4)C2)C3)cc1	-1	0.1	-4	-1.0
CCOc1ccc2[nH]cc(C(=O)c3ccccc3)c(=O)c2c1	-7	0.4	4	1.2
Cc1ccc2nc(Cl)c(C#N)cc2c1	6	0.1	-3	0.4
Cc1cccc(CCNS(=O)(=O)c2ccc3c(c2)CCN3C(=O)C2CC2)c1	3	0.0	2	-0.1
NC(=O)c1ccc(CC(=O)c2ccc(Cl)cc2)cc1	13	-0.1	-61	2.0
COC(=O)C(C)Sc1nnc(CSc2ncccn2)n1-c1ccc(OC)cc1 (configuration not stated)	6	0.2	6	-0.9
CCCCN(CC)S(=O)(=O)c1cc(Br)cc2c1N(C(C)=O)CC2	-7	0.0	4	0.3
Nc1nc(CSc2nc3ccccc3s2)cs1	16	0.0	-41	-1.7
CCN(CC)C(=S)SCc1cn2c(C)cccc2n1	5	-0.1	-21	-1.1
CCN(Cc1ccncc1)C(=O)CCC1(Cc2ccsc2)CCC(=O)N1 (configuration not stated)	8	0.1	-1	1.8
COc1ccc(-c2nnnn2C)cc1S(=O)(=O)Nc1ccc(C)cc1C	-6	0.1	-5	1.6
N#C/C(=C\c1ccc(Cl)cc1)c1nc2ccccc2[nH]1	10	0.0	-56	0.0
CNC(=O)c1ccsc1NC(=O)c1cccc(OC)c1	0	-0.1	-9	-2.1
CCOC(=O)c1[nH]c(C)c(CNC2CCCCC2)c1C	13	-0.1	3	1.3
COC(=O)/C(=C\N1CCOCC1)c1ccccc1[N+](=O)[O-]	8	0.0	-14	0.5
Oc1ccc(Cn2ccnc2)c2cccnc12	109*	-0.4	14	-0.9
COc1ccc(-c2nnc(SCC(=O)NC(C)(C)C)o2)cc1	8	0.0	4	0.4
O=C(Oc1ccc(C(=S)N2CCC(O)CC2)cc1)c1cccc([N+](=O)[O-])c1	-12	0.4	-1	-0.2

The results go on.
SMILES	MITF primary	FBW7 act	TEAD-YAP inh	GPR151 ag
CC1(C)CC2(CCO1)CN(CC#N)CCN2CC#N (configuration not stated)	-5	0.1	12	1.0
Cc1nn(C)c(C)c1-c1nc(NCCc2ccc(O)cc2)c2ncn(Cc3ccc(C(F)(F)F)cc3)c2n1	-6	-0.2	-11	0.8
O=C1c2cccnc2C(=O)N1CCc1ccc(S(=O)(=O)NCc2ccc(F)cc2)cc1	6	-0.2	0	-0.6
Cc1c(C)[n+](=O)c(-c2cccs2)c(C)n1[O-]	4	0.3	5	2.5
CN1CCc2c(cc(O)c(O)c2Cl)C(c2cccc(Cl)c2)C1 (configuration not stated)	-21	-0.2	8	1.8
COc1ccc(C2NCC(CCl)O2)c(OC)c1 (configuration not stated)	-2	0.0	2	-0.9
COc1cc2c(cc1OC)C(c1cc(OC)c(OC)cc1[N+](=O)[O-])N(C(C)=O)CC2 (configuration not stated)	5	0.0	9	1.3
Cc1ccc(NC(=O)Cn2cnc3sc(C(=O)Nc4ccccc4)c(C)c3c2=O)cc1	6	0.6	11	8.9*
O=S(=O)(Nc1ccc2c(c1)OCCO2)c1cnc[nH]1	11	0.1	0	-0.3
CC(C)CNC(=O)c1cc(-c2ccc3c(c2)OCO3)on1	7	0.2	-40	-0.8
Cc1ccc(OC(C)C(=O)Nc2c(C)n(C)n(-c3ccccc3)c2=O)cc1C (configuration not stated)	-9	0.0	18	2.6
O=C(Nc1cnc2cnc(-c3cccc(F)c3)cn12)c1ccncc1	-5	0.1	-3	2.7
CCC(C(=O)OC)n1cnc2c(cnn2-c2ccc(F)cc2)c1=O (configuration not stated)	-8	0.0	-3	-0.3
O=C(CCCCCC1CCCC1=O)Nc1ccc(Br)cc1 (configuration not stated)	-3	-0.1	-2	-0.1
O=S(=O)(c1ccc2ccccc2c1)N1CCN(C2CCN(Cc3ccccc3)CC2)CC1	52*	-0.3	9	0.7
Cc1nc(Cl)c2cc(-c3ccccc3)sc2n1	15	0.2	-12	0.4
CCCc1n[nH]c2c1C(=O)CC(CC(C)SCC)C2 (configuration not stated)	-6	-0.3	-12	-0.5
CC(=O)c1c(OC(=O)c2ccco2)ccc2c(C)cc(=O)oc12	-3	0.0	-3	0.0
